Screening data as filed in PubChem.
Diaphorase act = compounds boosting diaphorase resazurin reduction – biochemical, uHTS, resorufin fluorescence, counter-screen for diaphorase-coupled primary assays, primary screen; Diaphorase/resazurin coupled assay, 16 min; hits give high values; 1 = vehicle wells, 0 = NADH-free wells; 190,000 tested, 0.005% active; activation factor at 20 µM;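 active = diaphorase activity raised at least twofold by the compound at 20 µM; inactive = activation factor below 2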
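Material: purified diaphorase enzyme from Clostridium kluyveri / Medium: HEPES pH 7.4 buffer with MgCl2 and Tween 20 / Schedule: enzyme reaction of 16 min at room temperature / Measured by: resorufin fluorescence, excitation 544 nm, emission 590 nm / Evaluation: rise in resorufin formation, marking diaphorase activation or chemical reduction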
TR-FRET SRC-2 ct = TR-FRET signal artefacts, primary screen, artefact control for PPARgamma SRC-2 agonist project, biochemical; TR-FRET artefact counter-screen; hits give high values; 200,000 tested, 0.4% active; TR-FRET ratio at 8 µM; in the data active = TR-FRET ratio above about 2000; also: inactives centre near 1500
ROMK primary = ROMK potassium channel modulators, primary screen, cell-based, thallium flux, MLSMR library; 130,000 tested, 2% active; Tet-inducible ROMK, thallium flux fluorescence; actives lie on both sides; ATP-sensitive inward rectifier potassium channel 1 (Homo sapiens), P48048; B-score at 10 µM;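 active = signal ratio slope over the read window, or its plate-corrected B-score, at least 3 SD from the plate mean, either direction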;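 also: B-score of the F/F0 ratio slope over 7 to 12 s after thallium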
Target sequence (P48048 whole entry, looked up): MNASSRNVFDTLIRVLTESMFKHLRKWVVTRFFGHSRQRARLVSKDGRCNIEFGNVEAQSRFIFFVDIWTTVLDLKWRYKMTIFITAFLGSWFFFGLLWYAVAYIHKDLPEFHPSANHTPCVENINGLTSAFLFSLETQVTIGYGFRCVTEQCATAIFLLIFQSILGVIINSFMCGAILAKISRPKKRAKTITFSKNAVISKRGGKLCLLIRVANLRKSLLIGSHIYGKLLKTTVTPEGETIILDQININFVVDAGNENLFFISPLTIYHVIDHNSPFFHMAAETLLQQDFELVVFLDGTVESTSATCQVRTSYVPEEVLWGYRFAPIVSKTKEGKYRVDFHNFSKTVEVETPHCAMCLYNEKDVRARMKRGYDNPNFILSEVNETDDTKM
PPARg SRC2 recr = agonists of PPARg-SRC-2 recruitment, primary screen, biochemical, HTS; Peroxisome proliferator-activated receptor gamma (Homo sapiens), P37231; 200,000 tested, 0.34% active; activation, % at 8 µM; PPARgamma LBD-SRC-2 recruitment; in the data active = activation above about 22%;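 also: 0% = vehicle and 100% = reference agonist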
Diaph inh CS = diaphorase inhibitors and chemical oxidizers, primary screen, counter-screen for diaphorase-coupled primary assays, biochemical, uHTS, resorufin fluorescence; AID 1217, 2008; diaphorase resazurin-to-resorufin fluorescence, NADH, 16 min; bacterial (C. kluyveri) enzyme, not human; inhibition, % at 20 µM; 190,000 tested, 0.69% active;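 active = primary screen inhibition at 20 µM above a set limit, cut at about 50% in these data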;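 also: plate controls were DMSO with full reaction for no effect and wells lacking NADH for full effect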
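Assay system – diaphorase enzyme from Clostridium kluyveri · Amount – diaphorase 0.14 U/mL (working solution) · Times – reaction incubation of 16 min at room temperature · Controls – No-NADH positive control and DMSO neutral control · Signal – resorufin fluorescence 544/590 nm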
S1P3 antagonist = S1P3 receptor antagonists, primary screen, cell-based | Sphingosine 1-phosphate receptor 3 (Homo sapiens), Q99500 | CHO S1P3 NFAT-BLA reporter, FRET fluorescence, antagonist mode | inhibition, % at 4.98 µM | 170,000 tested, 0.27% active | AID 485, 2006;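 active = inhibition above the plate cutoff, the mean inhibition of test wells on that plate plus 3 SD, cut at about 28% in these data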;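 also: cells challenged with S1P at its EC80 of 0.8 µM; blue over green emission ratio from cleaved BLA substrate after 4 h stimulation; 0% = S1P-stimulated wells and 100% = unstimulated DMSO-only wells; some compounds past the cut are filed as inactive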
PMI activator = activators of human PMI, primary screen, biochemical, fluorescence intensity, near-Km mannose 6-phosphate; Mannose-6-phosphate isomerase (Homo sapiens), P34949; purified human PMI, coupled resazurin fluorescence, 20 min; hits give high values; 1 = vehicle control, 0 substrate-free wells; activation factor at 20 µM; 190,000 tested, 0.005% active;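 active = activation factor of 2 or more at 20 µM, relative to plate controls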
Target sequence (P34949 whole entry, looked up): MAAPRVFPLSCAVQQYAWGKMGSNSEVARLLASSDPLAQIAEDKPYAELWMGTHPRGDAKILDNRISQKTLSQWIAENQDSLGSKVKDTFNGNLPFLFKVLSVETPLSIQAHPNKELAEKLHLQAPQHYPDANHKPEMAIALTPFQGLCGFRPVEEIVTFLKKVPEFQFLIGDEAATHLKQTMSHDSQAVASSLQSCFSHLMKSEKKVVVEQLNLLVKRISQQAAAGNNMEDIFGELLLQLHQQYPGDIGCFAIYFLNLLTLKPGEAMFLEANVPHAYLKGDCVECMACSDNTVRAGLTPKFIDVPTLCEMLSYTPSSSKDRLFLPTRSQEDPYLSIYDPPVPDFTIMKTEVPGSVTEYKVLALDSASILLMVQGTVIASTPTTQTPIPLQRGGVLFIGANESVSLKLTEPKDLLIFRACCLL
PPARg SRC-1 ag = PPARgamma agonists recruiting SRC-1 coactivator, primary screen, biochemical; Peroxisome proliferator-activated receptor gamma (Homo sapiens), P37231; PPARgamma-SRC-1 coactivator recruitment biochemical assay; activation, % at 8 µM; 200,000 tested, 0.41% active; AID 631, 2007; in the data active = activation above about 19%;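 also: 0% = DMSO and 100% = reference agonist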
PMI act satM6P = human PMI activators, high substrate, primary screen, biochemical, fluorescence intensity, near-saturating mannose 6-phosphate | Mannose-6-phosphate isomerase (Homo sapiens), P34949 | coupled PMI enzyme assay, resazurin fluorescence, 20 min; hits give high values; 1 = untreated enzyme, 0 = substrate-free blank | activation factor at 20 µM | 190,000 tested, 0.34% active | AID 1216, 2008;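 active = activation factor of 2 or more at 20 µM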
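assay system = human phosphomannose isomerase with PGI, G6PDH, diaphorase coupling enzymes | quantity = 15 ng/mL PMI | incubation = enzyme reaction with compound 20 min at room temperature | medium = HEPES pH 7.4 buffer with MgCl2 and Tween-20 | compound dosing = one concentration, 20 µM, in 1% DMSO | measured by = Diaphorase-driven resazurin-to-resorufin fluorescence, excitation 544, emission 590 nm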
PPARg SRC3 recr = PPARgamma agonists recruiting SRC-3 coactivator, primary screen, biochemical | biochemical PPARgamma/SRC-3 coactivator recruitment assay | AID 731, 2007 | activation, % at 8 µM | 200,000 tested, 0.26% active | Peroxisome proliferator-activated receptor gamma (Homo sapiens), P37231; in the data active = activation above about 23%;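 also: 0% = DMSO and 100% = reference agonist; some compounds past the cut are filed as inactive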
G6PDH CS = L. mesenteroides G6PDH inhibitors, counter-screen for G6PDH-coupled screening assays, biochemical, Leuconostoc mesenteroides enzyme | AID 1020, 2008 | inhibition, % at 5 µM | glucose-6-phosphate dehydrogenase [Leuconostoc mesenteroides] | Purified L. mesenteroides G6PDH, diaphorase/resazurin coupled fluorescence, 45 min | 200,000 tested, 0.12% active; in the data active = inhibition above about 50%
An asterisk follows results filed as active; x = no result given.

SMILES	Diaphorase act	TR-FRET SRC-2 ct	ROMK primary	PPARg SRC2 recr	Diaph inh CS	S1P3 antagonist	PMI activator	PPARg SRC-1 ag	PMI act satM6P	PPARg SRC3 recr	G6PDH CS
O=C1CCCc2nn(-c3ccccc3)c(-c3ccncc3)c21	1.1	1486	x	3	-10	-2	1	3	1	-10	13
COc1ccc(C(=O)NCCCn2ccnc2)cc1	0.9	1522	0.16	11	10	x	1	10	1	0	7
Cc1cc(NC(=O)CSc2nnc(-c3ccccc3)o2)no1	1	1676	0.071	-4	2	-8	1	10	1	-3	-2
Cc1ccccc1OCCCC(=O)Nc1ccc(N2CCOCC2)cc1	0.8	1464	-0.29	0	20	-25	0.9	0	0.9	-1	8
O=C(NNC(=O)C1CCN(S(=O)(=O)c2ccc(Cl)cc2)CC1)c1ccccc1	0.9	1430	0.36	-2	13	5	0.9	-2	0.9	0	18
CCCc1nnc(NC(=O)c2c(O)c3cccc4c3n(c2=O)CC4)s1	1.1	x	x	x	-11	-12	1	x	1.1	x	6
CS(=O)(=O)N(Cc1ccccc1)c1ccccc1C(=O)O	0.9	1618	1.4	7	8	x	1	-2	1	-1	-8
COC(=O)c1cc(C(=O)c2ccc(Cl)cc2)n2c(=O)/c(=C\N(C)C)sc12	0.8	1531	-0.18	4	18	-5	1	-2	0.9	0	0
O=C(Nc1ccc(Br)cc1F)C1CCCN(S(=O)(=O)c2cnc[nH]2)C1 (centres undefined)	1	1672	x	5	1	-29	1.1	6	1.1	-4	4
Cc1ccc(CNC(=O)CS(=O)Cc2nc(-c3cccs3)oc2C)cc1 (centres undefined)	0.8	1434	x	-2	17	-9	0.9	0	0.9	-6	8
CCOC(=O)c1nn(-c2ccccc2C)c2nc(-c3ccc(Cl)cc3)c(C#N)c(=O)n12	0.8	1571	-1.2	5	20	x	0.9	4	1	9	-4
CCC1=NN(C(=O)c2ccc(Br)cc2)C(O)(c2ccc(C)cc2)C1 (centres undefined)	1	1670	-0.59	16	1	9	1	0	1.1	1	8
O=C(/C=C/c1ccccc1)NCCN1CCOCC1	0.9	1642	-0.15	5	5	-3	1	10	0.9	3	11
Cc1ccc(NC(=O)CN2C(=O)C3C4C=CC(C4)C3C2=O)cc1 (centres undefined)	0.9	1508	-0.48	2	9	-11	1	-1	1	-3	5
CCCCC(CC)CNC(=O)C1CCCN(S(=O)(=O)c2cnc[nH]2)C1 (centres undefined)	0.9	1677	x	4	10	-10	1	7	1	5	12
COc1ccc(NC(=O)CN(c2ccc(C(C)C)cc2)S(=O)(=O)c2c(C)noc2C)cc1OC	0.9	1462	x	3	7	-28	0.9	0	0.9	-4	-14
O=C(NC(=O)N1CCCc2ccccc21)c1ccccc1	0.9	1502	0.022	-4	8	0	1	1	1	1	-4
Cc1cc(NC(=O)CSc2nc3c(c(=O)n2-c2ccc(Br)cc2)SCC3)no1	1	1599	-0.39	15	1	34	1.1	4	1.1	3	8
COCCN1C(=O)/C(=C/c2cc3c(cc2Br)OCO3)NC1=S	0.7	1398	0.54	0	35	-21	0.9	-8	0.9	2	8
Cc1nc2sccn2c(=O)c1Br	1	1828	x	9	-4	-8	0.9	6	0.9	3	23
O=C(CCN1C(=O)c2ccccc2C1=O)N1CCC(c2ccccc2)C1 (centres undefined)	1	1577	x	-2	5	-45	0.9	2	1	0	0
Cc1cc(C2=NNC(=NC3CC3)SC2)c(C)n1-c1c(C)n(C)n(-c2ccccc2)c1=O	1.1	1581	1.4	-6	-8	2	1.1	-1	1.1	-3	3
CCc1c(C)sc(NC(=O)c2cccs2)c1C#N	0.9	1522	0.3	1	14	-2	0.9	0	0.7	-2	0
O=C(OCC(CO)OC(CO)n1ccc(=O)[nH]c1=O)c1ccccc1 (centres undefined)	0.9	1587	0.46	-1	10	-17	0.9	-3	1	6	2

Retrieved one by one from the list above (four):
SMILES	Diaphorase act	TR-FRET SRC-2 ct	ROMK primary	PPARg SRC2 recr	Diaph inh CS	S1P3 antagonist	PMI activator	PPARg SRC-1 ag	PMI act satM6P	PPARg SRC3 recr	G6PDH CS
CCc1c(C)sc(NC(=O)c2cccs2)c1C#N	0.9	1522	0.3	1	14	-2	0.9	0	0.7	-2	0
Cc1ccc(NC(=O)CN2C(=O)C3C4C=CC(C4)C3C2=O)cc1 (centres undefined)	0.9	1508	-0.48	2	9	-11	1	-1	1	-3	5
Cc1nc2sccn2c(=O)c1Br	1	1828	x	9	-4	-8	0.9	6	0.9	3	23
O=C(OCC(CO)OC(CO)n1ccc(=O)[nH]c1=O)c1ccccc1 (centres undefined)	0.9	1587	0.46	-1	10	-17	0.9	-3	1	6	2

The results go on:
SMILES	Diaphorase act	TR-FRET SRC-2 ct	ROMK primary	PPARg SRC2 recr	Diaph inh CS	S1P3 antagonist	PMI activator	PPARg SRC-1 ag	PMI act satM6P	PPARg SRC3 recr	G6PDH CS
O=C(CSc1nc2cc(Cl)ccc2o1)c1cccs1	0.8	1443	x	1	22	5	0.9	0	0.9	-6	-1
Cc1cc(C)nc(SCC2COc3ccccc3O2)n1 (centres undefined)	0.8	1331	x	2	18	-12	1	-7	1	4	2
CC(C)(CNCC(O)c1ccccc1)N1CCOCC1 (centres undefined)	1	1618	0.76	-3	4	6	0.9	-3	1	-7	13
COc1cc(C(=S)N2CCOCC2)ccc1OC(=O)/C=C/c1ccco1	1	1482	0.58	2	3	-2	1	-2	1	1	3
Cc1cccc(N2CCN(C(=O)C34CC5CC(CC(C5)C3)C4)CC2)c1C	0.9	1541	0.89	-2	6	-14	0.9	8	1	-8	2
O=C(CNC(=O)c1cccs1)OCC(=O)c1ccc(Cl)cc1	0.9	1575	0.18	-3	10	-11	1	10	1	0	7
CCNC(=S)N/N=C/c1sccc1C	0.9	1521	-1.8	2	7	4	1.1	1	1	2	0
O=C(Nc1ccccc1C1CC1)c1cccs1	1.1	1673	1	10	-7	6	1.1	0	1.1	-4	2
O=C(Nc1ccc2c(c1)OCO2)C1CCN(S(=O)(=O)Cc2ccccc2)CC1	0.8	1652	x	8	20	5	0.9	-2	0.9	-3	12
Cc1c(-c2ccccc2)nc2ccccc2c1C(=O)NCc1cccs1	0.9	1535	x	-4	10	14	0.9	-5	1	2	20
CCOC(=O)c1ccc(NC(=O)NCCc2ccccc2OC)cc1	x	1506	0.13	-4	x	5	x	-2	x	0	17
CCC(=O)n1nc(-c2ccc(OC)cc2)nc1NCc1cccs1	0.9	1668	0.0035	6	9	7	1	5	1	4	-2
CC(C(=O)Nc1ccncc1)(c1ccccc1)c1ccccc1	1	1592	-0.77	-5	0	-8	1	-3	0.9	-7	15
O=C(CCc1nnc(Cc2ccc(-c3ccccc3)cc2)o1)NCC1CC1	0.9	1598	-0.56	9	9	9	1	13	1	7	9
Cc1csc(NC(=O)CSc2nc3ccccc3c3c2CCCC3)n1	0.8	1688	x	-4	24	-21	0.9	-6	0.9	0	-36
O/N=C1\CCc2cc(Cl)ccc21	1	1635	-1.2	8	-2	x	1.2	3	1.1	1	2
Cc1ccc(C(=O)N2CCCC(c3nc4c(nnn4Cc4ccccc4)c(=O)[nH]3)C2)cc1 (centres undefined)	0.8	1371	1.8	6	17	-20	1	13	1	-4	-5
CCOc1ccc(-c2nc(CSCC(=O)NCCN3CCOCC3)c(C)o2)cc1	1	1418	x	-2	-4	-15	0.9	-4	0.9	0	3
CSc1cccc(-n2cc(-c3ccc4c(c3)OCO4)[nH]c2=O)c1	0.7	1406	x	6	28	x	1.5	3	2.1*	10	12
NC(=O)COC(=O)c1sc2cc(F)ccc2c1Cl	1.1	1506	1.7	-1	-8	-3	1.2	-10	1	-1	-1
C=CCN1C(=O)CS/C1=C(\C#N)S(=O)(=O)c1ccc(C)cc1	0.9	1487	x	10	6	-41	1.2	5	1.4	10	-4
CCOC(=O)c1cn(CC)c2cc(N3CCCCC3)c(F)cc2c1=O	x	1533	0.035	4	x	-12	x	6	x	1	x
Cc1nc(NCCN2CCOCC2)c2nnn(Cc3c(F)cccc3Cl)c2n1	0.9	1622	x	3	13	0	1	10	1	7	2
CCOC(=O)c1[nH]c2ccccc2c1NC(=O)c1cc(OC)c(OC)c(OC)c1	x	1599	x	21	x	22	x	-3	x	-1	x
COC(=O)CC(c1ccc(C#N)cc1)n1c(C)ccc1C (centres undefined)	1	1652	-0.35	7	1	-3	1	8	1.1	2	7
CCOC(=O)N1CCN(C(=O)COc2ccc(S(=O)(=O)NCc3ccccc3)cc2)CC1	0.9	1462	x	-2	14	x	1	0	1	-9	-1
CCCCOc1ccc(-c2nc(/C=N/c3nccs3)c(O)o2)cc1	1	1540	x	-7	2	-11	1.1	-2	1	-2	-18
COc1cc(C(c2sc3ncnn3c2O)N2CCN(c3ccccc3F)CC2)cc(OC)c1OC (centres undefined)	0.7	1629	x	2	28	2	0.9	13	0.9	6	-4
O=C(Nc1ccc(S(=O)(=O)Nc2ncccn2)cc1)c1ccc(Br)s1	0.9	2098*	-0.76	22*	12	x	0.9	13	1	37*	4
Cc1cc(C=C2C(=O)CCCC2=O)c(C)n1-c1ccccc1	0.9	1618	x	-5	14	12	0.9	4	0.9	-3	-12

Single records, from the list above:
Cc1cc(C=C2C(=O)CCCC2=O)c(C)n1-c1ccccc1 across the screens: Diaphorase act = 0.9; TR-FRET SRC-2 ct = 1618; ROMK primary = x; PPARg SRC2 recr = -5; Diaph inh CS = 14; S1P3 antagonist = 12; PMI activator = 0.9; PPARg SRC-1 ag = 4; PMI act satM6P = 0.9; PPARg SRC3 recr = -3; G6PDH CS = -12
CCCCOc1ccc(-c2nc(/C=N/c3nccs3)c(O)o2)cc1 across the screens: Diaphorase act = 1; TR-FRET SRC-2 ct = 1540; ROMK primary = x; PPARg SRC2 recr = -7; Diaph inh CS = 2; S1P3 antagonist = -11; PMI activator = 1.1; PPARg SRC-1 ag = -2; PMI act satM6P = 1; PPARg SRC3 recr = -2; G6PDH CS = -18
